# Screening data (PubChem)
# EPAC1 ag = qHTS for Agonist of cAMP-regulated guanine nucleotide exchange factor 3 (EPAC1): primary screen; EPAC1 agonist qHTS, biochemical assay; response scale: 100% = response to 6.5 mM cAMP; Potency, µM (doses to about 154 µM), inactives show at the highest dose activation, hits mostly activators; 360,000 compounds, 0.073% hits; Rap guanine nucleotide exchange factor 3 (Homo sapiens), O95398; also: potency is read from the fitted curve at half-maximal effect; nearly all actives have a fitted effect of over 60% in size
# Target sequence (O95398 whole entry, looked up): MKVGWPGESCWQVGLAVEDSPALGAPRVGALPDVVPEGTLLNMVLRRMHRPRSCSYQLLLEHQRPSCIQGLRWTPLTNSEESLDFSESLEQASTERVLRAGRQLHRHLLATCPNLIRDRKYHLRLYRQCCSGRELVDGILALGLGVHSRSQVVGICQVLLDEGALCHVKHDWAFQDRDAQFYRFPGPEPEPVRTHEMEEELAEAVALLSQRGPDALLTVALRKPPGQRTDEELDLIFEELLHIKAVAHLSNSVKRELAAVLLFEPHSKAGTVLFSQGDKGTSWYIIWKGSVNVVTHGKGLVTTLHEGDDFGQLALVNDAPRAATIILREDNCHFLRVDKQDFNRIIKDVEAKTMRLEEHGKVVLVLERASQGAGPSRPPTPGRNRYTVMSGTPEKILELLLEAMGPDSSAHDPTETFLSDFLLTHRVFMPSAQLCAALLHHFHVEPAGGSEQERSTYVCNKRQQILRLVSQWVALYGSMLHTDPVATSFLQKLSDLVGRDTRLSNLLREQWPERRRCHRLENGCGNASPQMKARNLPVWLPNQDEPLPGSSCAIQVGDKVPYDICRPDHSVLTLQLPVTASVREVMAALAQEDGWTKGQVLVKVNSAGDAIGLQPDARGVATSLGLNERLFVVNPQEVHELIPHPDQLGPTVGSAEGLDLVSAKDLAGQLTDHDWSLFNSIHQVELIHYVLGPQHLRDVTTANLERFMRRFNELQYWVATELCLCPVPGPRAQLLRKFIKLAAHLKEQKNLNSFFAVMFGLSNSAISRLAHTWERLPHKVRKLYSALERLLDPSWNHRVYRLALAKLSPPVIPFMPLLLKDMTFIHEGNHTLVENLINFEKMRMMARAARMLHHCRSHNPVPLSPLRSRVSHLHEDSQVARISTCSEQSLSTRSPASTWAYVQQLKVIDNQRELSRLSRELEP
#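 Fluorescent GDP-exchange assay: 100 nM EPAC1 with 250 nM Rap1B preloaded with BODIPY-GDP and 50 uM GDP; compounds tested as concentration series, 5 min at room temperature, then read every 5 min for 30 min (ex 480/em 540 nm); normalized to 6.5 mM cAMP.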
# Abeta yeast res = qHTS for compounds that reverse cellular toxicity of Amyloid beta (A-beta) peptide in yeast: Primary Screen; 410,000 compounds, 0.063% hits; Potency, µM (titrated, usually from 46.1 µM), for the others: top-dose growth rescue, hits mostly activators; yeast expressing A-beta42, growth rescue, OD600, 48 h; response scale: 0% DMSO, 100% iron-clioquinol control; also: potency is read from the fitted curve at half-maximal effect; nearly all actives have a fitted effect of over 55% in size
#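 Growth rescue measured by 600 nm absorbance after 48 h yeast culture at 30 C with compound. Values normalized between DMSO and an equimolar ferric chloride plus clioquinol control.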
# WRN inhibitor = qHTS for Inhibitors of WRN Helicase; WRN helicase unwinding, fluorescent forked duplex, kinetic; Potency, µM (titrated, usually from 114 µM), for the others: at the top dose activity change, negative = inhibition, hits mostly inhibitors; 360,000 compounds, 0.46% hits; AID 651768, 2012; also: potency is read from the fitted curve at half-maximal effect; % is scaled to controls: 0 for no effect and ±100 for the full control effect; nearly all actives have a fitted effect of over 55% in size
#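 Primary qHTS, 1536-well format. 20 nM WRN + compound, 15 min RT; start with 100 nM forked fluorophore/quencher duplex, 2 mM ATP (final); kinetic read ex 525/em 598 nm.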
# EPAC1 antag = qHTS for Antagonist of cAMP-regulated guanine nucleotide exchange factor 3 (EPAC1): primary screen; 360,000 compounds, 0.14% hits; Rap guanine nucleotide exchange factor 3 (Homo sapiens), O95398; EPAC1 GEF assay, Rap1b-BODIPY-GDP exchange fluorescence; Potency, µM (top dose mostly 115 µM), for the others: top-dose activity change, negative = inhibition, hits mostly inhibitors;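 also: potency is read from the fitted curve at half-maximal effect; plate controls were vehicle for no effect and positive control for full effect; nearly all actives have a fitted effect of over 50% in size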
# PLK1 PBD inh = qHTS for Inhibitors of PLK1-PDB (polo-like kinase 1 - polo-box domain): Primary Screen | Serine/threonine-protein kinase PLK1 (Homo sapiens), P53350 | Plk1 PBD binding of FITC phosphopeptide, fluorescence polarization | Potency, µM, without a hit: max response, negative = inhibition, actives largely listed as inhibitors | 360,000 compounds, 2.8% hits; also: potency is read from the fitted curve at half-maximal effect; series mostly up to about 57 µM; % is scaled to controls: 0 for no effect and ±100 for the full control effect; nearly all actives have a fitted effect of over 65% in size
# PI5P4Ka inh = qHTS for Inhibitors of phosphatidylinositol 5-phosphate 4-kinase (PI5P4K) | PI5P4Kalpha enzyme, ADP-Glo luminescence, 60 min; stronger effect = lower value | 330,000 compounds, 1.2% hits | Phosphatidylinositol 5-phosphate 4-kinase type-2 alpha (Homo sapiens), P48426 | max response, %; active = max response of -50% or lower; inconclusive = between -30% and -50%; inactive = -30% or higher; also: value at the top dose of about 77 µM; % is scaled to controls: 0 for no effect and ±100 for the full control effect
#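 PI5P4Kalpha ADP-Glo assay; 5 microM ATP final; 60 min RT reaction; HEPES pH 7.4/EGTA/CHAPS, 5% DMSO; controls lacking substrate or enzyme; luminescent end-point.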
# FUS yeast rescue = qHTS for Suppressors of FUS Proteinopathy: Primary screen using FUS-linked yeast assay. S. cerevisiae FUS-expressing, growth rescue, OD600, 24 h. 390,000 compounds, 0.24% hits. Potency, µM (highest dose often 76.6 µM), without a hit: at the top dose growth rescue (activation), hits mostly activators;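 also: potency is read from the fitted curve at half-maximal effect; plate controls were DMSO vehicle for no effect and reference control for full effect; nearly all actives have a fitted effect of over 55% in size; some results filed as inactive show a strong effect at the top dose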
#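 Compound concentration series was pinned onto galactose-induced FUS-expressing yeast seeded at OD 0.005. Plates sat 24hr at 30C; absorbance at 600 nm gave growth. DMSO served as background control.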
# IL2 activator = qHTS of IL-2 Activators. IL-2 activation reporter assay, cell-based qHTS; stimulated with anti-CD3/CD4/CD28 beads; in transgenic mouse T cells. activation, % (series mostly up to about 46 µM). 360,000 compounds, 0.065% hits; in the data active = activation above about 50%; inconclusive = mostly about 30% to 49%; also: 0% is about no effect
#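 Unstimulated transgenic mouse T cells preincubated 60 min with compound, then stimulated with anti-CD3/anti-CD4-coated beads plus anti-CD28 for 18 h at 37 degrees C. IL-2 response read as EGFP and DsRed fluorescence by plate cytometry.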
# Active calls of the source: *; ? = inconclusive; nt = no result given; & = joins results of further samples; [ ] = another dose, or the depositor's remark. Unless noted, calls follow the shape of the dose curve; as a rule, active = well fitted curve in the direction sought with a large enough effect; inconclusive = small, poorly fitted or top-dose-only effect, or another doubt; inactive = no such curve, though single readings can be large; an effect the other way counts as inactive or inconclusive. Hits appear at their usual frequency. About 4.1% of those tested had a hit in this group.
SMILES,EPAC1 ag,Abeta yeast res,WRN inhibitor,EPAC1 antag,PLK1 PBD inh,PI5P4Ka inh,FUS yeast rescue,IL2 activator
COc1ccc(-c2nc3ccc(C)cn3c2Cc2ccccc2)cc1OC,23%,0%,-10%,-14%,-11%,0,6%,-0.9
O=S(=O)(c1ccccc1)N1CCC(O)(CSc2ccc(Cl)cc2)CC1,-4%,-3%,-21%,-14%,-1%,9,10%,0.0
COCCCNCCOCCOc1c(OC)cccc1OC,-7%,7%,0%,-3%,-10%,-4,-2%,0.0
C#CCOCCOCCOCCNc1nc(N2CCN(C(=O)C([C@@H](C)CC)n3cc(C(N)COC(=O)C(F)(F)F)nn3)CC2)nc(N2CCN(C(=O)[C@H](Cc3cc4ccccc4[nH]3)n3cc(C(N)CO)nn3)CC2)n1 (stereo partly specified),-11%,-8%,-34%,0%,-2%,-5,?,-2.7
CC(C)CCNC(=O)CN(CC1CCCO1)C(=O)CCC(=O)Nc1nccs1 (stereo unspecified),-6%,3%,-4%,-20%,0%,8,-9%,0.2
CNC(=O)Cc1nc2ccccc2n1CC(=O)Nc1cc(C)cc(C)c1,8%,8%,-3%,2%,-6%,6,-17%,0.7
COc1cc(CNCCO)ccc1OCC(=O)Nc1ccc(Br)cc1,5%,-4%,-12%,3%,-5%,nt,29%,-2.1
COC(=O)C1C(=O)NCC1c1ccc(OC)cc1 (stereo unspecified),0%,4%,0%,1%,-1%,nt,1%,-1.2
OC(c1ccccc1)C(NCc1ccccc1)c1ccccc1 (stereo unspecified),5%,12%,3%,-5%,-5%,-2,-8%,-2.0
CS(=O)(=O)N(Cc1ccccc1Cl)c1ccc(C(=O)N2CCCC2)cc1,-2%,1%,12%,3%,-22%,-6,1%,-0.5
CCOC(=O)N1CCC(NS(=O)(=O)c2ccc(NC(C)=O)c(Cl)c2)CC1,-4%,-10%,-9%,40%[activator],-2%,2,23%,0.9
CCOc1ccc(S(=O)(=O)Nc2cccc(C)c2)c2cccnc12,-1%,-4%&3%,-5%,-8%,-10%,0,1%&7%,-0.3
CCC(OC(=O)c1cc2sccc2n1C)C(=O)NCC1CCCO1 (stereo unspecified),10%,1%,-4%,3%,-13%,nt,7%,-0.4
CCCC(=O)N(CCN1CCOCC1)c1nc2ccc(OCC)cc2s1,14%,12%,4%,1%,-10%,0,18%,-1.4
CCCCn1cc(SCC(=O)O)c2ccccc21,-7%,-2%,0%,5%,-20%,-1,-16%,-1.4
CCOC(=O)n1c(=O)oc2cc(S(=O)(=O)N3CCCCC3)ccc21,-5%,?,1%,-2%,-3%,nt,8%,-0.9
O=S(=O)(c1ccc(SCCOc2cccc(Br)c2)nc1)N1CCCC1,22%,-12%,-18%,2%,-13%,12,nt,-3.2
O=C(O)CCN1CCOCC1,8%,2%,8%,9%,-11%,-7,-23%,0.9
COC(=O)c1ccc(NS(=O)(=O)c2ccc(OC)cc2)cc1,5%,6%,-3%,0%,-5%,nt,13%,1.5
Cc1ccc(CNc2nc(-c3cccnc3)nc3ccccc23)cc1,7%,-9%,-7%,-1%,2%,-4,12%,-0.6
c1ccc(Cc2cc[n+](Cc3ccccc3)cc2)cc1,1%,-6%,-2%,-5%,-14%,7,5%,0.8
CC(OC(=O)c1ccc(F)cc1)C(=O)Nc1nc(-c2cccc([N+](=O)[O-])c2)cs1 (stereo unspecified),-1%,8%,4%,8%,-8%,1,nt,0.3
NC(=O)CSc1ncc(-c2ccc([N+](=O)[O-])cc2)[nH]1,2%,0%,2%,-2%,0%,2,2%,-0.2
CCOC(=O)C(C(=O)OCC)C(Nc1ccc(Br)cc1)c1ccccc1 (stereo unspecified),3%,-30%,-35%,13%,-7%,nt,19%,-4.5
CC(C)c1ccc(/C=C2\C(=N)N3N=C(CC(=O)N4CCCCC4)SC3=NC2=O)cc1,-12%,-15%,5%[11.6 µM],10%,-16%,6,26%,-0.2

# Quoted from the listing.
# `CCOC(=O)N1CCC(NS(=O)(=O)c2ccc(NC(C)=O)c(Cl)c2)CC1` – FUS yeast rescue: 23%
# `CCOC(=O)n1c(=O)oc2cc(S(=O)(=O)N3CCCCC3)ccc21` – FUS yeast rescue: 8%

# The list continues.
SMILES,EPAC1 ag,Abeta yeast res,WRN inhibitor,EPAC1 antag,PLK1 PBD inh,PI5P4Ka inh,FUS yeast rescue,IL2 activator
CCOC(=O)c1cc(-c2ccc(/C=N\n3cnnc3)o2)ccc1Cl,1%,7%,-7%,2%,-9%,-3,0%,-0.3
Cc1ccc(/C=C/C(=O)c2ccc(N3CCOCC3)cc2)s1,?,-3%,?,?,-2%,-5,24%,9.6
Cc1onc(-c2ccccc2)c1C(=O)N1CCC(C)(C(=O)NS(=O)(=O)C2CC2)C1 (stereo unspecified),3%,-4%,3%[57.1 µM],-5%,3%,-1,-9%,0.1
Cc1cc(CN2CCCC(N3CCc4ccccc4C3)C2)cc(C)c1O (stereo unspecified),-5%,-8%,5%,24%,-4%,1,-19%,-0.9
Cc1ccc(C(C)C)c(OCC(=O)NNC(=O)Cn2[nH]c(=O)c3ccccc3c2=O)c1,7%,-2%,13%,-24%,-17%,-4,-24%,3.5
COCCNC(=O)C1CC(c2ccc([N+](=O)[O-])cc2)=NO1 (stereo unspecified),1%,1%,2%,-2%,-4%,-16,-32%,0.8
Cc1[nH]n(-c2ccc(F)cc2)c(=O)c1C=Nc1ccc(S(=O)(=O)N(C)C)cc1,-15%,5%,-11%,-8%,7%,0,nt,4.8
CN(Cc1cnn(-c2ccc(F)cc2)c1)Cc1nc(Cc2ccccc2)no1,-15%,-8%,1%,-3%,0%,0,11%,-3.4
CC1CN(S(=O)(=O)c2ccc(C(=O)N3c4ccccc4CC3C)cc2)CC(C)O1 (stereo unspecified),-7%,2%,12%,5%,4%,-3,nt,-2.7
COCCNC(=O)C(c1ccccc1)N(CCOC)C(=O)Cn1nnc2ccccc21 (stereo unspecified),7%,-2%,0%,13%,-14%,-5,7%,-1.7
OCCN(CCO)c1nc(-c2ccccc2)nc2c1oc1ccccc12,-9%,2%,3%,-2%,7%,9,-6%,0.2
COc1cccc(OCC(O)CN2CCN(c3ccccn3)CC2)c1 (stereo unspecified),1%,-10%,-20%,-10%,-7%,-1,18%,0.7
O=c1oc2ccccc2c(Nc2ccc3ncccc3c2)c1[N+](=O)[O-],1%,4%,-33%[57.1 µM],-15%,-12%,-10,-2%,-0.5
CCS(=O)(=O)Nc1ccc(C2=NN(C(=O)c3ccccc3)C(c3cccs3)C2)cc1 (stereo unspecified),14%,17%,-4%,-1%,-13%,1,30%,-1.4
CCOc1nc2ccccc2cc1/C=C/C(=O)O,-6%,3%,-4%,-1%,-6%,-2,12%,-2.0
Cc1ccc(C(=O)NCCc2nnc(SCC(=O)Nc3cccc(C(=O)O)c3)n2C)cc1,12%,10%,-9%,1%,2%,7,7%,0.3
Cc1cnc(C(=O)N2CCCC(N3CCN(c4ccccc4C)CC3)C2)cn1 (stereo unspecified),-15%,-8%,-4%,4%,-1%,-6,12%,1.1
CCN(CC)CCNC(=O)c1cc(-c2ccco2)nc2ccccc12,7%,-5%,-6%,6%,?,-15,10%,-5.7
O=C1OCc2ccc(NC(=O)C3CCCCC3)cc21,-3%,21%,2%,5%,1%,nt,1%,-1.4
C(=C\c1ccccc1)/CN1CCN(c2ncnc3c2oc2ccccc23)CC1,18%,3%,-9%,-11%,-3%,nt,26%,-1.0
C=CCOc1cccc(C2/C(=C(/O)c3ccccc3)C(=O)C(=O)N2CCN2CCOCC2)c1 (stereo unspecified),0%,9%,2%,-2%,-12%,nt,35%,-0.9
CC(C)C(=O)Nc1cccc(C(=O)Nc2nncs2)c1,-8%,16%,-7%,6%,-5%,-4,-1%,0.9
CN(C)c1ccc(NS(=O)(=O)c2ccc(Cl)cc2)cc1,-3%,2%,-8%,-3%,4%,-1,-7%,1.7
Nc1nnc(SCC(=O)N2CCc3ccccc3C2)s1,2%,-4%,-23%,-20%,-8%,0,3%,-0.4
CCc1ccc(CN(C)CC(=O)Nc2ccc(S(=O)(=O)N3CCOCC3)cc2)cc1,8%,0%,0%,-21%,-5%,3,-10%,0.0

# Continuation:
SMILES,EPAC1 ag,Abeta yeast res,WRN inhibitor,EPAC1 antag,PLK1 PBD inh,PI5P4Ka inh,FUS yeast rescue,IL2 activator
O=C(COC(=O)Cc1ccccc1F)NCc1ccc(Cl)cc1,-3%,-12%,-5%,10%,3%,3,9%,-1.0
COC(C(=O)N/N=C(\C)CC(=O)Nc1ccc(Cl)cc1C)c1ccccc1 (stereo unspecified),-4%,-6%,0%,14%,-7%,0,5%,-0.5
CCN1CCN(C(=S)NC(C)c2ccccc2)CC1 (stereo unspecified),-5%,5%,-16%,1%,?,-7,nt,0.6
COc1ccc(C(=O)N/C(=C/c2ccc(Cl)cc2)C(=O)NCc2ccncc2)cc1,-10%,-5%,1%,-19%,-20%,-12,10%,-2.5
CCCC(=O)Nc1ccc2oc(-c3cccnc3)nc2c1,6%,1%,-15%,19%,-10%,1,?,0.5
CC(=O)N1CCCc2cc(S(=O)(=O)NC(C(=O)NCc3ccc(C)cc3)C(C)C)ccc21 (stereo unspecified),-16%,0%,-4%,-10%,-5%,nt,55%,-2.9
COc1cc(SC)ccc1C(=O)NCC1CCCO1 (stereo unspecified),9%,-1%,-2%,-12%,-3%,5,13%,0.2
Cc1ccc2cc3c(N)c(C(=O)N4CCOCC4)sc3nc2c1,-3%,14%,0%,19%,-6%,-5,13%,0.0
COCCn1c(C)cc(/C=C2/NC(=O)N(c3cccc(Cl)c3)C2=O)c1C,-4%,1%,5%,-13%,-4%,2,?,-2.0
CCOc1ccccc1C(=O)Oc1ccc2ccc(=O)oc2c1,8%,-53%[inhibitor],3%,-1%,-11%,-2,10%,0.6
